Screening results deposited in PubChem by National Center for Advancing Translational Sciences (NCATS).
WRN inhibitor – qHTS for Inhibitors of WRN Helicase; Bifunctional 3'-5' exonuclease/ATP-dependent helicase WRN (Homo sapiens), Q14191; WRN helicase unwinding, fluorescent forked duplex, kinetic; Potency, µM (titrated, usually from 114 µM), inactives show top-dose activity change, negative = inhibition, hits mostly inhibitors; actives 0.46% (n = 360,000); AID 651768, 2012; also: potency is read from the fitted curve at half-maximal effect; % is scaled to controls: 0 for no effect and ±100 for the full control effect; nearly all actives have a fitted effect of over 55% in size
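Screening of the MLSMR collection measured strand separation of a quenched forked DNA duplex (100 nM) by 20 nM WRN with 2 mM ATP, all final. Compounds were preincubated with enzyme 15 min at room temperature.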
CCT chaperon mod – High-Throughput Screening for Modulators of Cytosolic Chaperonin Activity; purified chaperonin ATPase assay, HTRF ADP detection, 30 min; activity change, % (test concentration not listed), hits read low; actives 0.3% (n = 360,000); in the data active = activity change below about -30%; also: % is scaled to controls: 0 for no effect and ±100 for the full control effect
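Nucleotide hydrolysis assay: TRiC at 20–40 nM final (set by batch activity) with 10 uM ATP, 30 min at 37 °C, in presence of 76 uM compound. Detection by competitive ADP HTRF, 30 min ambient.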
PLK1 PBD inh – qHTS for Inhibitors of PLK1-PDB (polo-like kinase 1 - polo-box domain): Primary Screen; Serine/threonine-protein kinase PLK1 (Homo sapiens), P53350; Plk1 PBD binding of FITC phosphopeptide, fluorescence polarization; Potency, µM, without a hit: max response, negative = inhibition, actives largely listed as inhibitors; actives 2.8% (n = 360,000); also: potency is read from the fitted curve at half-maximal effect; series mostly up to about 57 µM; % is scaled to controls: 0 for no effect and ±100 for the full control effect; nearly all actives have a fitted effect of over 65% in size
Target sequence (P53350 whole entry, looked up, the tested form may be a part): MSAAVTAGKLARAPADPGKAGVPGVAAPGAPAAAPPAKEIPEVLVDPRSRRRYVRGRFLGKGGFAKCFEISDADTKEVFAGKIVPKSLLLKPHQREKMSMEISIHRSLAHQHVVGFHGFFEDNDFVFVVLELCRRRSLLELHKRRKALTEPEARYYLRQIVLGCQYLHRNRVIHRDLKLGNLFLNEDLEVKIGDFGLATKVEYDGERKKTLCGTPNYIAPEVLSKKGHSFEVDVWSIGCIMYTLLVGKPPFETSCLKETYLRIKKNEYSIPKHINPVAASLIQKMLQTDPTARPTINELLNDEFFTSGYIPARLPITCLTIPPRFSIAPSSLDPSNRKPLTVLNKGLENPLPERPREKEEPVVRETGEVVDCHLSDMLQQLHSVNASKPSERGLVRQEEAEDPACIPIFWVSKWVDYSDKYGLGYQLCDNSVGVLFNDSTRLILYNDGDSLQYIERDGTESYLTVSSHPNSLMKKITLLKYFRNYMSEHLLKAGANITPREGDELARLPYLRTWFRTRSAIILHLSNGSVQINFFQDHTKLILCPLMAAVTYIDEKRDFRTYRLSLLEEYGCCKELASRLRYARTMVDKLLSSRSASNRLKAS
EPAC2 antagonist – qHTS for Antagonist of cAMP-regulated guanine nucleotide exchange factor 2 (EPAC2): primary screen; Potency, µM (top dose mostly 114 µM), for inactives: at the top dose activity, negative = inhibition, actives largely listed as inhibitors; EPAC2 GEF exchange of Rap1B-BODIPY-GDP, fluorescence; actives 0.18% (n = 360,000); Rap guanine nucleotide exchange factor 4 (Homo sapiens), Q8WZA2; also: potency is read from the fitted curve at half-maximal effect; % is scaled to controls: 0 for no effect and ±100 for the full control effect; nearly all actives have a fitted effect of over 45% in size; many of its hits are not listed in these tables
Mm-Cpn inhibitor – Inhibitors of TCP-1 ring complex (TRiC) of Methanococcus maripaludis (MmCpn): qHTS. AID 504842, 2011. actives 0.031% (n = 330,000). purified Mm-Cpn ATPase, ADP Transcreener TR-FRET. Chaperonin Mm-Cpn (Methanococcus maripaludis). Potency, µM (doses to about 76.9 µM), for inactives: at the highest dose activity, negative = inhibition, usual class: inhibitors; also: potency is read from the fitted curve at half-maximal effect; % is scaled to controls: 0 for no effect and ±100 for the full control effect; nearly all actives have a fitted effect of over 80% in size
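Quantitative HTS used 25 nM Mm-CPN and 10 uM ATP in magnesium/KCl Tris buffer, pH 7.4, with 1 mM DTT. Hydrolysis ran 30 min at 37°C; ADP was read by HTRF.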
PI5P4K alpha inh – qHTS for Inhibitors of phosphatidylinositol 5-phosphate 4-kinase (PI5P4K); Phosphatidylinositol 5-phosphate 4-kinase type-2 alpha (Homo sapiens), P48426; PI5P4Kalpha enzyme, ADP-Glo luminescence, 60 min; stronger effect = lower value; max response, %; actives 1.2% (n = 330,000); AID 652105, 2013; active = max response of -50% or lower; inconclusive = between -30% and -50%; inactive = -30% or higher; also: value at the top dose of about 77 µM; % is scaled to controls: 0 for no effect and ±100 for the full control effect
Target sequence (P48426 whole entry, looked up): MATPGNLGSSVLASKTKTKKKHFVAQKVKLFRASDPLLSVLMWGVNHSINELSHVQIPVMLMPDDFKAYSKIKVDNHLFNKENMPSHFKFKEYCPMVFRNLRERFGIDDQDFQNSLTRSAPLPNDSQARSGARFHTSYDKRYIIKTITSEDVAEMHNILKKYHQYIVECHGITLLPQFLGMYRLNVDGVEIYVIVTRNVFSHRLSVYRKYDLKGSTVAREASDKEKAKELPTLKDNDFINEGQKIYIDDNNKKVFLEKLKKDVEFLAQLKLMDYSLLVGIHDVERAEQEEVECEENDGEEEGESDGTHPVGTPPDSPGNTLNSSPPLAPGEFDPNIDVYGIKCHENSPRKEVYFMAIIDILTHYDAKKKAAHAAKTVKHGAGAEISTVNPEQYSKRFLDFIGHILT
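ADP-Glo luminescence end-point read after a 60 min room-temperature kinase reaction of PI5P4Kalpha plus substrate, initiated with ATP at 5 microM final. Buffer: 0.038 M HEPES pH 7.4, EGTA, 0.1% CHAPS, 5% DMSO.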
EPAC1 antagonist – qHTS for Antagonist of cAMP-regulated guanine nucleotide exchange factor 3 (EPAC1): primary screen; EPAC1 GEF assay, Rap1b-BODIPY-GDP exchange fluorescence; Potency, µM (top dose mostly 115 µM), inactives show at the highest dose activity change, negative = inhibition, most hits filed as inhibitors; actives 0.14% (n = 360,000);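 also: potency is read from the fitted curve at half-maximal effect; plate controls were vehicle for no effect and positive control for full effect; nearly all actives have a fitted effect of over 50% in size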
EPAC1 agonist – qHTS for Agonist of cAMP-regulated guanine nucleotide exchange factor 3 (EPAC1): primary screen; actives 0.073% (n = 360,000); Rap guanine nucleotide exchange factor 3 (Homo sapiens), O95398; AID 720707, 2013; EPAC1 agonist qHTS, biochemical assay; response scale: 100% = response to 6.5 mM cAMP; Potency, µM (titrated, usually from 154 µM), inactives show top-dose activation, usual class: activators; also: potency is read from the fitted curve at half-maximal effect; nearly all actives have a fitted effect of over 60% in size
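Nucleotide exchange by EPAC1 (100 nM) on Rap1B–BODIPY-GDP (250 nM) in the presence of 50 uM GDP is tracked fluorescently at 480/540 nm over 30 min. Signals are normalized to a 6.5 mM cAMP control.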
Numbers without * were called inactive; ? = inconclusive; · = no result given; [ ] = dose if it differs, or a comment. Unless noted, calls follow the shape of the dose curve; as a rule, active = well fitted curve in the direction sought with a large enough effect; inconclusive = small, poorly fitted or top-dose-only effect, or another doubt; inactive = no such curve, though single readings can be large; an effect the other way counts as inactive or inconclusive. Not all compounds are listed; the hit share may differ from the screen's.

item	compound	CCT chaperon mod	PI5P4K alpha inh	PLK1 PBD inh	EPAC1 agonist	EPAC2 antagonist	WRN inhibitor	EPAC1 antagonist	Mm-Cpn inhibitor
1	CC1=C(C(=O)N(C(C)C)C(C)C)CC(CC(=O)NCc2cccc3ccccc23)C(=O)N1Cc1ccc(F)cc1 (configuration not stated)	1.6	3.2	3.9%	-6.6%	-1.2%	-10.3%	10.9%	·
2	COc1cc(NS(=O)(=O)c2ccc(N=Cc3c(C)[nH]n(-c4ccccc4)c3=O)cc2)nc(OC)n1	-1.8	·	-1.7%	-0.5%	2.8%	-11.4%	12.2%	-4.6%
3	Cc1c(/C=N/NC(N)=O)c2ccccn2c1C(=O)c1ccc(F)cc1	-0.2	-12.6	-4.9%	-61.6%[inhibitor]	5.4%	-24.0%	-29.9%	-3.0%
4	CN(C(=O)COC(=O)C1CCN(S(=O)(=O)c2c(Cl)cccc2Cl)CC1)C1CCCCC1	1.9	7.2	1.3%	2.0%	5.6%	-3.7%	-7.4%	-1.0%
5	CCn1c(=O)cc(OCC(=O)N2CCN(C(=O)c3ccco3)CC2)c2ccccc21	0.0	·	3.0%	2.1%	-1.6%	0.7%	-10.1%	2.1%
6	COc1ccc([C@@H]2CC=C(C(=O)O)[C@H](c3ccc(F)cc3)N2S(=O)(=O)c2ccc(C)cc2)cc1OC	0.3	-8.4	5.1%	-21.5%	20.5%	13.5%	12.2%	0.2%
7	CCOC(=O)C1C(=O)NC(SC)=C(C#N)C1c1ccccc1F (configuration not stated)	-1.7	·	-16.4%	6.2%	0.2%	-6.4%	-1.4%	-3.5%
8	O=C(NCCN1CCOCC1)C1CCC(=O)N1C1CCCCC1 (configuration not stated)	-1.7	·	-4.2%	-6.4%	9.1%	0.5%	-9.2%	2.2%
9	COc1ccc(NS(=O)(=O)c2ccc(N3CCCC3)c(N)c2)cc1	0.2	-6.5	-22.4%	-7.0%	-5.1%	7.1%	-19.9%	0.7%
10	COc1ccnc(Oc2ccc3ccccc3c2)c1C#N	-1.5	2.1	-13.2%	-9.7%	-3.2%	3.6%	-8.8%	0.4%
11	C[C@H](NC(=O)c1cc2cc(Cl)ccc2n1C)C(=O)N1CCC(C(=O)O)CC1	-1.1	0.0	-17.9%	6.0%	-1.6%	-0.9%	8.3%	-0.3%
12	CC1=C(C(=O)N2CCCCCC2)CC(CC(=O)NC(c2ccccc2)c2ccccc2)C(=O)N1CCC1=CCCCC1 (configuration not stated)	-1.1	-9.1	-6.3%	-7.0%	-11.4%	-3.4%	-4.4%	·
13	CC1CCCC(NC(=O)CSc2n[nH]c(=O)n2Cc2ccccc2)C1C (configuration not stated)	-2.5	0.8	-20.6%	-6.9%	7.1%	1.3%	-4.6%	2.7%
14	CC(C)(C)n1nnnc1C(c1cc2ccccc2o1)N(CCC#N)Cc1ccccc1 (configuration not stated)	-0.7	10.6	-2.4%	-2.2%	-8.4%	-6.7%	0.1%	·
15	COc1cccc(-n2c(SCC(=O)NCC3CCCO3)nc3c([nH]c4ccccc43)c2=O)c1 (configuration not stated)	0.7	-5.0	-5.5%	-2.3%	-4.4%	-26.4%	-0.7%	-2.1%
16	O=C(N/N=C/c1cn(Cc2ccccc2)c2ccccc12)c1ccncc1	-2.0	2.8	-1.7%	-0.7%	-15.3%	-4.3%	0.1%	2.2%
17	COc1cc(OC)cc(C(=O)N2CCN(S(=O)(=O)c3ccc4c(c3)OCCO4)CC2)c1	-0.5	-7.9	-4.1%	15.3%	5.5%	1.1%	-3.9%	·
18	COc1ccc(-c2cc3nc(-c4ccccc4)cc(N4CCC(O)CC4)n3n2)cc1	1.2	63.5	-4.9%	12.8%	-0.1%	-12.9%	-23.6%	-2.9%
19	COc1ccc(N(CC(=O)NCc2ccccc2OC)S(=O)(=O)c2c(C)nn(C)c2C)cc1	0.5	6.3	3.4%	-5.2%	7.0%	-0.7%	-14.1%	0.1%
20	Cc1nc2c(-c3ccc(Cl)cc3)c(C)[nH]n2c(=O)c1Cc1ccccc1	1.8	0.5	-20.9%	-2.6%	-10.1%	-19.7%	?	-3.5%

Next section; the last 2 above are carried over.
item	compound	CCT chaperon mod	PI5P4K alpha inh	PLK1 PBD inh	EPAC1 agonist	EPAC2 antagonist	WRN inhibitor	EPAC1 antagonist	Mm-Cpn inhibitor
19	COc1ccc(N(CC(=O)NCc2ccccc2OC)S(=O)(=O)c2c(C)nn(C)c2C)cc1	0.5	6.3	3.4%	-5.2%	7.0%	-0.7%	-14.1%	0.1%
20	Cc1nc2c(-c3ccc(Cl)cc3)c(C)[nH]n2c(=O)c1Cc1ccccc1	1.8	0.5	-20.9%	-2.6%	-10.1%	-19.7%	?	-3.5%
21	Cc1cc(-c2ccc(C)c(S(=O)(=O)NC(C)Cc3ccco3)c2)on1 (configuration not stated)	-2.9	10.2	-12.1%	-5.9%	-3.1%	-1.0%[57.1 µM]	-21.8%	2.1%
22	N#CC1=C(N)Nc2nc3ccccc3n2C1c1ccc(Cl)cc1 (configuration not stated)	-0.4	-18.5	4.1%	2.4%	-14.0%	-0.1%[57.1 µM]	-3.4%	?
23	CCCNC(=O)C(=O)N/N=C/c1cccs1	-1.8	-6.1	-3.4%	3.4%	11.3%	-19.7%	-5.4%	-0.1%
24	O=C(O)c1ccccc1Oc1ccc(Oc2ccccc2)cc1	-1.6	-8.8	-6.5%	8.2%	5.0%	0.8%	-2.3%	2.8%
25	CCNc1nc(NC#N)nc(SCC(=O)OCC)n1	-4.0	-12.8	0.1%	-3.8%	14.2%[57.1 µM]	4.6%	10.8%	-0.4%
26	Cc1c(N(C)S(=O)(=O)c2cc(C(=O)Nc3ccccn3)ccc2Cl)c(=O)n(-c2ccccc2)n1C	-14.6	-3.4	-2.6%	-1.7%	19.4%	8.5%	-10.9%	2.8%
27	COc1cccc(Oc2coc3cc(OC(=O)N4CCOCC4)ccc3c2=O)c1	-1.8	-12.2	-17.7%	-4.5%	-9.2%	12.8%	-9.4%	-0.1%
28	Cc1scc(C(=O)O)c1-c1c(C(=O)O)csc1C	-2.9	8.4	1.8%	0.3%	0.1%	2.5%	-0.6%	-0.9%
29	CCc1c(C)[nH]c2ccc(OC)cc2c1=S	-1.5	-8.7	13.4µM*	-7.3%	-11.2%	-1.3%[57.1 µM]	-20.5%	-6.3%
30	Cc1ccccc1NC(=O)Cn1c(O)c(N=NC(=O)c2ccccc2O)c2ccccc21	-0.9	-18.6	-7.9%	-26.3%	6.0%	-17.2%[57.1 µM]	?	2.8%
31	COc1ccc(N(C(=O)CNC(=O)c2ccco2)C(C(=O)NC2CCCCC2)c2ccncc2)cc1 (configuration not stated)	0.0	-2.1	8.0%	0.2%	2.9%	1.0%	-18.1%	-3.9%
32	CN(C)CCCNC(=O)c1cc(C(=O)c2ccc(F)cc2)c[nH]1	0.3	-5.5	2.1%	2.0%	15.6%	-7.6%	-7.4%	-2.0%
33	O=C(COc1ccc(Cl)cc1Cl)Nc1nnc(C2=COCCO2)o1	0.1	-3.7	6.4%	1.9%	2.7%	2.3%[57.1 µM]	-25.3%	0.3%
34	CC1=CC2=NC(=O)CC(C)(C(=O)N(CC(=O)NC(C)(C)C)Cc3ccccc3)N2C=C1 (configuration not stated)	-1.9	-9.7	4.5%	3.3%	-0.7%	-0.7%	8.0%	1.6%
35	CCOc1cc(/C=N/NC(=O)c2cccnc2)ccc1OC(=O)c1ccco1	-0.3	4.0	2.0%	-8.4%	15.5%	0.3%	-2.1%	-9.6%
36	CCC(c1nnnn1C1CCCC1)N1CCC(C(N)=O)CC1 (configuration not stated)	-2.9	9.9	-28.8%	5.9%	-7.7%	2.3%[57.1 µM]	-4.6%	-1.5%
37	CC(C)NC(=O)CN1CCC(c2nc3ccccc3[nH]2)CC1	-0.3	-8.9	-2.1%	-15.0%	3.0%	2.9%	3.8%	0.0%
38	O=C(c1cc(COc2c(F)cccc2F)on1)N1CCN(C2CCCCC2)CC1	0.2	-2.0	23.8µM*	0.1%	-2.1%	-8.2%	8.5%	0.5%
39	Cc1ccc(OCc2nnc(SCc3cc(=O)[nH]c4ccccc34)o2)cc1	1.0	0.3	-5.8%	-1.3%	1.7%	4.3%	5.6%	-0.1%
40	COc1cccc(/C=C2\Sc3ccc(C(=O)NCC4CCCO4)cc3N(C)C2=O)c1 (configuration not stated)	0.9	-4.5	-0.4%	3.8%	-1.6%	-7.7%	-7.9%	2.3%
41	COc1cccc(NC(=O)C(C)SCc2ccccc2)c1 (configuration not stated)	1.7	-0.8	0.6%	-6.0%	-2.4%	1.1%[57.1 µM]	-27.7%	0.4%
42	COc1cccc(N2CCN(C(=O)c3ccccc3SCC(=O)NCc3ccco3)CC2)c1	-4.3	0.8	-20.9%	-4.7%	-3.3%	6.9%	14.5%	-2.3%
43	CNC(=O)c1c(NC(=O)CCS(=O)(=O)c2ccc(F)cc2)sc(C)c1C	-2.4	1.9	-10.8%	7.3%	-3.8%	7.2%	1.4%	-0.9%
44	O=C(CNC(=O)c1ccc2c(c1)OCCO2)N=Nc1c(O)[nH]c2ccccc12	-0.4	-1.0	-2.7%	-3.0%	-13.5%	7.5%	0.6%	1.3%
45	O=C(NC1(C(F)(F)F)NC(=O)N(c2ccccc2F)C1=O)c1ccncc1 (configuration not stated)	1.9	7.9	0.4%	-5.4%	13.5%	0.9%	15.1%	-7.8%
